BL2 CD40 inh = CD40 pathway inhibition in BL2 cells | hit rate 0.94% among 83,000 | BL2 NF-kB luciferase reporter, CD40L-induced, 4 h | inhibition, % at 10 µM;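 active means mean inhibition of at least 50% with a set share of replicates also reaching that level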;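 further: 0% = neutral control wells and 100% = IKK inhibitor VII at 50 µM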
The depositor's hits bear a star; & = joins results of further samples; [ ] = another dose, or the depositor's remark. Only part of the results is shown, so the mix of outcomes need not match the whole.

Structure | BL2 CD40 inh
Cc1cc(NCCN2CCOCC2)c2ccc3ccccc3c2n1 | -110.9
COc1cc(C(=O)OCC(=O)N2CCCC2)cc2c1OCCO2 | 10.6
Cc1ccc(C(=O)O)cc1S(=O)(=O)Nc1ccccc1C(=O)NC1CC1 | 6.6
CC(OC(=O)CN(C)S(=O)(=O)c1ccc(Cl)cc1)C(=O)Nc1ncc(Cl)cc1Cl (stereo not drawn) | 13.9
Cc1cc2ncc(C(N)=O)cn2n1 | 11.2
O=C(c1ccc2c(c1)OCO2)N1CCN(c2ccccn2)CC1 | 1.5
COc1cc(C(=O)NCCC(=O)NCCCN2CCCCC2C)cc(OC)c1OC (stereo not drawn) | 5.4
Cc1cc(CNC(=O)Cc2ccccc2)c2ccccc2n1 | -21.6
CC(=O)N1[C@H](CO)[C@H](c2ccc(-c3cccc(F)c3)cc2)[C@H]1CNC(=O)C1CC1 | 1.0
CCOC(=O)c1c(NC(=O)CN2C(=O)NC(C)(c3ccccc3)C2=O)sc(C)c1C (stereo not drawn) | 16.3
O=C(CCC1CCCN(C(=O)CCN2CCCCC2=O)C1)NCc1ccccc1F (stereo not drawn) | -4.4
Cc1ccc(NC(=O)COC(=O)c2oc3ccccc3c2C)cc1S(=O)(=O)N1CCOCC1 | -3.7
C/C=C/c1ccc([C@H]2[C@@H](C#N)N(C(=O)NC3CCCCC3)[C@H]2CO)cc1 | 5.6[25 µM]
O=C(Nc1cnccn1)c1csc2ccccc12 | -58.4
CN(Cc1cnn(C)c1)Cc1nc(COc2ccccc2)no1 | -31.3
O=C(OCC(=O)c1ccc[nH]1)c1ccc(S(=O)(=O)N2CCCCC2)cc1 | 6.9
CCCCn1c(N)c(N(CC(C)C)C(=O)C2CCN(S(=O)(=O)c3ccccc3)CC2)c(=O)[nH]c1=O | 5.0
COc1cc(OC)cc(C(=O)NCc2ccc3[nH]c(C)cc3c2)c1 | -20.8
O=C(NCCCc1ccccc1)c1cccc(S(=O)(=O)N2CCOCC2)c1 | 9.5
CC(C)CCc1noc(CN2CCC(C(=O)N3CCOCC3)CC2)n1 | 6.8
O=C(c1cccc(F)c1)N1CC[C@H]2[C@H](CO)Nc3ccc(-c4ccccc4)cc3[C@H]21 | 7.3
O=C(c1ccccn1)N1C[C@H]2[C@@H](c3ccccc31)[C@H](CO)N2C(=O)Cc1ccccc1 | -12.1[25 µM]
CCCC(=O)N1CCCC1(C)C(=O)Nc1ccc2c(c1)CCN2C(C)=O (stereo not drawn) | -4.3
CC(C)NC(=O)N1[C@@H](CO)[C@@H]2c3ccccc3N(C(=O)Nc3ccccc3)C[C@@H]21 | -13.5
Cc1c(C(=O)OCC(=O)NC(=O)NC2CCCCC2)cccc1[N+](=O)[O-] | 0.1
Cn1c(=O)c2cc3c(nc2n(C)c1=O)CC(c1ccccc1)CC3=O (stereo not drawn) | 12.6
COCC(=O)NC[C@@H]1[C@H](c2ccccc2)[C@@H](CO)N1C(=O)c1ccccc1 | -10.6[25 µM]
CCC(=O)N1[C@H](CO)[C@H](c2ccc(-c3cccc(OC)c3)cc2)[C@H]1CNC(C)=O | -4.5[25 µM]
Cc1ccc(S(=O)(=O)N2CCN(c3ncnc4scc(-c5ccccc5)c34)CC2)cc1 | -2.0
O=C(NCC[C@H]1CC[C@@H](NC(=O)c2ccccc2F)[C@@H](CO)O1)c1cnccn1 | -1.2[25 µM]
Cc1ccc(-c2nn(C)c(=O)c3ccccc23)cc1CNC(=O)NC1CCCCC1 | 7.8
O=C(Nn1cnnc1)c1ccc(F)c(S(=O)(=O)N2CCCCC2)c1 | 3.7
C=C1C(=O)OC2C=C(CO)CCC=C(CO)CC(OC(=O)C(C)C)C12 (stereo not drawn) | 87.2*
Fc1ccc(/C=N/NC(=S)Nc2cccnc2)cc1F | -38.1
O=C(c1cc2c(c(-c3cccc(-c4ccc(F)cc4)c3)n1)[C@@H](CCO)N(C(=O)c1ccc3c(c1)OCO3)C2)N1CCOCC1 | -5.7[25 µM]
O=C(COC(=O)c1cc(=O)[nH]c2ccccc12)NC1CCCCC1 | -13.7
Cc1ccc(N(CC(=O)Nc2ccc3c(c2)OCCO3)S(C)(=O)=O)cc1 | -47.1
CC(C)[C@H](NC(=O)c1ccccc1)C(=O)OCC(=O)NCc1ccc2c(c1)OCO2 | 3.7
CC(=O)Nc1cc(Br)ccc1O | -9.8
Clc1ccc(Cn2cccn2)cn1 | -5.2
CN(CC(=O)NC1CCN(Cc2ccccc2)CC1)S(=O)(=O)c1ccc(Cl)s1 | 5.2
O=C1c2ccccc2NC(c2ccccc2Cl)N1N=C1CCCCCC1 (stereo not drawn) | -37.2
CCN(C[C@H]1[C@@H](c2ccc(-c3ccccc3F)cc2)[C@@H](CO)N1C(C)=O)C(C)=O | -1.5[25 µM]
Cc1cc(C)cc(C(O)c2ncc(-c3ccc(Cl)cc3)[nH]2)c1 (stereo not drawn) | 11.1
CCCCN(C(C)=O)c1ccc(S(=O)(=O)NC2=NCCCCC2)cc1NC(C)=O | 5.5
COc1ccc(NC(=O)NCc2cccn2C)c(OC)c1 | -3.7
Cc1noc(C)c1NC(=O)Nc1ccc2c(c1)C(=O)N(C)[C@H]1CC[C@@H](CC(=O)N[C@H]3CCN(Cc4ccccc4)C3)O[C@@H]1CO2 | -1.4[25 µM]
CC(=O)c1ccc(OCC(=O)N2CCN(S(=O)(=O)c3ccc(Br)s3)CC2)cc1 | 2.2

Entries from the list above that contain two or more sulfur atoms, in the order listed:
Structure | BL2 CD40 inh
Cc1ccc(S(=O)(=O)N2CCN(c3ncnc4scc(-c5ccccc5)c34)CC2)cc1 | -2.0
CN(CC(=O)NC1CCN(Cc2ccccc2)CC1)S(=O)(=O)c1ccc(Cl)s1 | 5.2
CC(=O)c1ccc(OCC(=O)N2CCN(S(=O)(=O)c3ccc(Br)s3)CC2)cc1 | 2.2

(cont.)
Structure | BL2 CD40 inh
Cc1ccc(SCc2cc(=O)[nH]c(N3CCN(C)CC3)n2)cc1 | 24.3
CC1CN(S(=O)(=O)c2ccc(-c3nc4ccccc4s3)cc2)CC(C)O1 (stereo not drawn) | -6.5
Cc1sc(NC(=O)CN(CCc2ccccc2)C(=O)C2CC2)c(C(N)=O)c1C | -1.8
CN(C)S(=O)(=O)c1cccc(NC(=O)c2cccc(N3C(=O)CCC3=O)c2)c1 | -5.5
CN=C(NC#N)NCCSCc1nc[nH]c1C | 4.4[25 µM]
CCOC(=O)N1CCC(N2CCN(Cc3ccccc3)C(CCO)C2)CC1 (stereo not drawn) | -1.9
O=C(C1CCOCC1)N1CC(=O)N2[C@H](CO)[C@@H](c3ccc(C#CCc4ccccc4)cc3)[C@@H]2C1 | 12.0[25 µM]
O=Cc1cn(CCC(=O)O)nc1-c1cccc(Cl)c1 | 20.0
O=C1c2ccc3c4c(ccc(c24)C(=O)N1CCCCO)C(=O)N(CCCCO)C3=O | -48.4
NC(=O)C1CCN(C(=O)c2cc(S(=O)(=O)N3CCN(c4ccccc4)CC3)ccc2Cl)CC1 | 6.2
O=C(COC(=O)c1c2c(nc3ccccc13)CCCC2)c1cccs1 | 3.1
CC(C)(C)C1CCC(=NOC(=O)c2ccc(F)cc2)CC1 (stereo not drawn) | 0.4
Cc1cc([N+](=O)[O-])ccc1-c1ccc(/C=N/NC(=O)Cc2ccccc2)o1 | -20.8
Cc1ccc(C(=O)OCC(=O)c2ccc(S(=O)(=O)N3CCCCC3)cc2)o1 | -6.0
CCS(=O)(=O)N1CCC(C(=O)O)CC1 | 10.1
Cc1ccc(C)c(N2CCN(C(=O)CCCCn3c(=O)[nH]c4ccccc4c3=O)CC2)c1 | 22.9
CCCCc1nc(NCc2ccccc2)c(C#N)c2c1COC(C)(C)C2 | 4.2
CCN(CCO)CC1CCCC2CCCCC21 (stereo not drawn) | 1.3
Cc1nc(N2CCN(Cc3ccccc3)CC2)nc2c1C(=O)CC(c1ccco1)C2 (stereo not drawn) | 1.4
C[C@@H]1CN([C@@H](C)CO)C(=O)CCCn2nncc2CO[C@@H]1CN(C)S(=O)(=O)c1cccs1 | -0.2[25 µM]
Cc1[nH]c2ccc(C(=O)N3CCC(C(N)=O)CC3)cc2c1C | -14.4
Cc1noc(C)c1NC(=O)Nc1ccc2c(c1)C(=O)N([C@H](C)CO)C[C@H](C)[C@H](CN(C)Cc1ccc3c(c1)OCO3)OCCCC[C@@H](C)O2 | 1.2[25 µM]
COc1ccccc1CC(NC(C)=O)C(=O)NC1CCN(C(=O)Nc2ccccc2Cl)CC1 (stereo not drawn) | 1.3
C[C@H]1CN([C@@H](C)CO)C(=O)c2cccc(NS(C)(=O)=O)c2O[C@H]1CN(C)Cc1ccc(-c2ccccc2)cc1 | 5.8[25 µM]
N#CNC1=NCN(CCc2ccccc2)CN1 | 10.9
Nc1nnc(-c2ccco2)s1 | -3.4
COc1ccc(CCCc2nc3ccccc3[nH]2)cc1 | -24.5
COc1cccc(CN2CC3(CCN(S(C)(=O)=O)CC3)c3c(n(C)c4cc(OC)ccc34)[C@H]2CO)c1 | -1.8[25 µM]
O=C(CNC(=O)c1ccco1)NCC(=O)OCc1ccccc1Cl | 4.2
Cc1cc(C(=O)Nc2sc3c(c2C#N)CCC(C)C3)cs1 (stereo not drawn) | -105.1
Cc1csc(=O)n1CCC(=O)OCC(=O)Nc1cccc(C#N)c1 | 6.4
O=C(CCNC(=O)N1CC(=O)Nc2ccccc21)NCc1ccccc1 | 6.5
NCC[C@H]1CC[C@H](NC(=O)NC2CCCCC2)[C@H](CO)O1 | 2.4[25 µM]
O=C(NCC(=O)N1CCN(S(=O)(=O)c2ccc3c(c2)OCCO3)CC1)c1ccccc1Cl | 7.9
COc1ccc(OC)c(CNC(=O)CCN2C(=O)COc3ccccc32)c1 | -0.6
COc1ccc(S(=O)(=O)NNC(=O)c2cccs2)cc1 | 2.9
CC(O)CNCc1ccc(Cl)cc1Cl (stereo not drawn) | 5.9
CC(C)c1nc2oc3c(N4CCNCC4)ncnc3c2c2c1CCC2 | 20.8
CCCOc1ccc(NC(=O)CC2Nc3ccccc3NC2=O)cc1 (stereo not drawn) | -30.4
Cc1cnc(NC(=O)C2=C(O)c3ccccc3S(=O)(=O)N2C)s1 | -26.9

Continued; it opens with the four that closed the last part.
Structure | BL2 CD40 inh
CC(O)CNCc1ccc(Cl)cc1Cl (stereo not drawn) | 5.9
CC(C)c1nc2oc3c(N4CCNCC4)ncnc3c2c2c1CCC2 | 20.8
CCCOc1ccc(NC(=O)CC2Nc3ccccc3NC2=O)cc1 (stereo not drawn) | -30.4
Cc1cnc(NC(=O)C2=C(O)c3ccccc3S(=O)(=O)N2C)s1 | -26.9
C[C@@H]1CN([C@@H](C)CO)C(=O)c2ccccc2-c2ccccc2CO[C@@H]1CN(C)C(=O)Nc1ccccc1C(F)(F)F | -6.3[25 µM]
CCOc1ccc(S(=O)(=O)NCCC(=O)NCCc2ccc(OCC)c(OCC)c2)cc1 | -18.5
O=C(NCC(c1ccco1)N1CCN(c2ccccc2)CC1)C1CCCCC1 (stereo not drawn) | 5.4
CC(C)CC(=O)Nc1ccc(F)c(Cl)c1 | 14.2
O=C(OCC(=O)N1CCN(C(=O)COC(=O)c2ccccc2NCCO)CC1)c1ccccc1NCCO | 0.6
Cc1onc(-c2ccccc2)c1C(=O)NCCc1c[nH]c2ccccc12 | 5.3
O=C(NCc1ccc(Cl)cc1)C1CCN(C(=O)c2ccc(Cl)cc2)CC1 | 0.8
Cc1cc(C)nc(NC2=NCCN2C(=O)NC2CCCCC2)n1 | 2.4
O=S(=O)(NCC(O)c1ccccc1)c1ccc(-c2ccccn2)s1 (stereo not drawn) | 14.8
COc1ccc(CCNC(=O)c2ccccc2NC(=O)CN2CCN(c3ccccc3O)CC2)cc1 | -19.5
C[C@@H]1CN([C@@H](C)CO)C(=O)Cc2cc(NS(=O)(=O)c3ccc(F)cc3)ccc2O[C@@H]1CN(C)Cc1ccncc1 | 3.3[25 µM]
CCCNC(=O)C1(C)CCN(Cc2ccc(-c3ccccn3)cc2)C1 (stereo not drawn) | 0.2
Cc1ccc(OC(=O)C23CC4CC(CC(C4)C2)C3)c(C)n1 | 12.7
C/C=C/c1ccc(C2[C@H]3CNC[C@@H]2N3C(=O)Nc2cccc(OC)c2)cc1 (stereo partly drawn) | -8.7&-8.9[25 µM]
O=C(NCCc1ccncc1)[C@@H]1[C@@H](CO)[C@@H]2Cn3c(ccc(-c4cccnc4)c3=O)[C@@H]2N1C(=O)C1CC1 | -3.1[25 µM]
CC(c1ccc(C(C)(C)C)cc1)S(=O)CC(O)CO (stereo not drawn) | 16.4
OC[C@@H]1CN(Cc2cccc(C(F)(F)F)c2)C[C@H](n2cnc3c(NCc4ccc(F)cc4)ncnc32)O1 | 17.7
O=C(C1CCOCC1)N1CC(=O)N2[C@H](C1)[C@@H](c1ccc(/C=C/c3ccccc3)cc1)[C@@H]2CO | -13.9[25 µM]
Cc1cc(F)ccc1S(=O)(=O)N1CCCOC1CNC(=O)C(=O)NCCc1ccco1 (stereo not drawn) | 6.7
COc1ccc(NC(=O)N(C)C[C@H]2OCc3ccccc3-c3c(n(C)c4ccccc34)C(=O)N([C@H](C)CO)C[C@H]2C)cc1 | -1.3
O=C(Cn1c(=O)oc2ccccc21)Nc1nnc(N2CCCCCC2)s1 | 1.7
O=C(Nc1ccc(Cl)cc1)NC1CCCC1Cc1ccco1 (stereo not drawn) | -39.4
CN(C)C(=O)c1cccc(-c2ccc(C3[C@@H]4CN(C(=O)Nc5ccccc5F)C[C@H]3N4)cc2)c1 (stereo partly drawn) | 12.5&-6.5[25 µM]
O=C(C[C@H]1CC[C@H]2[C@@H](COC[C@H](O)CN2C(=O)Nc2ccc(F)cc2)O1)NC1CCC1 | -5.2[25 µM]
c1cc2c3c(cccc3c1)NC1(CCCCC1)N2 | 12.7

High-throughput results from PubChem BioAssay.
